# BLM inh – inhibitors of human Bloom syndrome helicase BLM | actives 0.2% (n = 350,000) | Potency, µM (series often up to 56.1 µM), for the others: at the highest dose activity change, negative = inhibition, actives largely listed as inhibitors | recombinant BLM DNA unwinding, fluorescence dequenching | P54132;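 note: potency is the fitted concentration of half-maximal effect; plate controls were vehicle for no effect and no enzyme for full effect; nearly all actives have a fitted effect of over 35% in size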
# 12-LOX inh – blocks human arachidonate 12S-lipoxygenase; purified 12hLO, xylenol orange hydroperoxide absorbance; P18054; Potency, µM (top dose mostly 108 µM), for inactives: at the top dose activity change, negative = inhibition, usual class: inhibitors; actives 1.1% (n = 580,000); note: potency is the fitted concentration of half-maximal effect; % is set by controls: 0 for no effect and ±100 for the full control effect
# Target sequence (P18054 whole entry, looked up): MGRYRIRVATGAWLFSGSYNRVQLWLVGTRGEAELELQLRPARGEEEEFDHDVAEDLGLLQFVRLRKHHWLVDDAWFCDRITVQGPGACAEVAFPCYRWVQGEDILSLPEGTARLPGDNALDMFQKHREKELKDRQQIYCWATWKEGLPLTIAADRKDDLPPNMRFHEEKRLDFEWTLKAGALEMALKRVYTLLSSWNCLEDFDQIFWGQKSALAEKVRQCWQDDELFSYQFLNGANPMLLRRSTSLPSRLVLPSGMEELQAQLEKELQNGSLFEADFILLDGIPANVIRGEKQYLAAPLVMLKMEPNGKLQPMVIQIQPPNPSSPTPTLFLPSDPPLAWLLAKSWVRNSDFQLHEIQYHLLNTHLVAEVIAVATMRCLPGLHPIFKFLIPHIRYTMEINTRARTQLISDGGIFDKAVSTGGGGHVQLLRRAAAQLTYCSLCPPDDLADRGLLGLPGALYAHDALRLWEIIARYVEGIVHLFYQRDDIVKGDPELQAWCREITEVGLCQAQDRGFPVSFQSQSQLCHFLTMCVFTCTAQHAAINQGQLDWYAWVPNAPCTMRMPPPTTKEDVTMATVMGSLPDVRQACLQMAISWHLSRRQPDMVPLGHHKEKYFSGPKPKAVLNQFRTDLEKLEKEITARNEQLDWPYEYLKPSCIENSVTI
#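 Hydroperoxide product was detected by ferrous iron/xylenol orange as the 573 to 405 nm absorbance ratio. Arachidonic acid at 40 uM (final) was turned over for 30 min at room temperature by 150 nM human 12hLO, pH 7.0 Hepes buffer, after 15 min compound preincubation.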
# APEX1 inh – blocks human APE1 abasic DNA cleavage; P27695; recombinant APE1, TAMRA/BHQ-2 abasic DNA cleavage fluorescence; Potency, µM (highest dose often 65.8 µM), for the others: top-dose activity change, negative = inhibition, actives largely listed as inhibitors; actives 0.35% (n = 350,000);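 note: potency is the fitted concentration of half-maximal effect; plate controls were vehicle for no effect and reference inhibitor for full effect; nearly all actives have a fitted effect of over 55% in size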
# Target sequence (P27695 whole entry, looked up): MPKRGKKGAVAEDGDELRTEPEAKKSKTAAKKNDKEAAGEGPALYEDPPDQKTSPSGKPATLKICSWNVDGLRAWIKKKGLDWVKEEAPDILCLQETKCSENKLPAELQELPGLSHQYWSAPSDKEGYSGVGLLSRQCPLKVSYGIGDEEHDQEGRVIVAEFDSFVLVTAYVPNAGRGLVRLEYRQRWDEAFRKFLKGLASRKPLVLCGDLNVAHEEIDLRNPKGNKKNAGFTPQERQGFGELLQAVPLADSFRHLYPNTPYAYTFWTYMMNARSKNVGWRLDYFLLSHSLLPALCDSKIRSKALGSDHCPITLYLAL
#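 Measures dequenching upon AP-site incision of a 5'-TAMRA/3'-BHQ-2 THF-containing duplex, 50 nM; human APE1 0.75 nM after 15 min room-temperature exposure to compound; kinetic three-point read at one-minute spacing.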
# Apoferritin bind – binds horse apoferritin like a general anesthetic; apoferritin/1-aminoanthracene competitive binding, fluorescence; AID 485281; Potency, µM (doses to about 77.5 µM), without a hit: at the top dose activity change, negative = displacement, actives largely listed as inhibitors; P02791; actives 0.074% (n = 350,000); note: potency is the fitted concentration of half-maximal effect; % is set by controls: 0 for no effect and ±100 for the full control effect; nearly all actives have a fitted effect of over 20% in size
#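 Horse-spleen apoferritin (10 uM) in 50% saturated 1-aminoanthracene in PBS was incubated 10 min at room temperature with compound. Fluorescence (ex 380, em 535 nm) was normalized to free and bound 1-AMA, with concentration-response fitted by a four-parameter Hill equation.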
# POLB inh – blocks human DNA polymerase beta activity | Pol beta primer extension/strand displacement, fluorescence kinetic | Potency, µM (top dose mostly 114 µM), without a hit: top-dose activity change, negative = inhibition, actives largely listed as inhibitors | actives 1.3% (n = 340,000); note: potency is the fitted concentration of half-maximal effect; % is set by controls: 0 for no effect and ±100 for the full control effect
#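 Kinetic readout of DNA synthesis with strand displacement by Pol beta. Compound and 10 nM enzyme sit 15 min at room temperature; 50 nM substrate starts the reaction, read immediately and at 10 min.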
# ERG-DNA inh – blocks human ERG Ets domain binding to DNA; actives 0.028% (n = 370,000); Potency, µM (series often up to 76.9 µM), for the others: at the top dose FP activity, negative = inhibition, hits mostly inhibitors; P11308; fluorescence polarization, His-ERG Ets domain / labelled DNA; active = well fitted inhibition curve with a large enough effect in the polarisation, with a control signal flat; inconclusive = small, poorly fitted or top-dose-only effect, or effect the other way, or a change in a side signal; inactive = no such curve, though single readings can be large or run the other way; the % refers to the polarisation;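 note: polarization taken with two DNA probes labelled with fluorescein and Texas red; potency is the fitted concentration of half-maximal effect; % of control where 0% means no effect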
#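 His-tagged ERG Ets domain (1 uM in the protein solution; 300mM KCl, 50mM Tris-HCl, 1mM EDTA, 1mM DTT, pH 7.5) received compound, then a probe mix of 5 nM fluorescein-DNA and 100nM Texas-615-DNA. Fluorescence polarization was read for both dyes.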
# POLK inh – inhibitors of human DNA polymerase kappa. AID 588579. Q9UBT6. Potency, µM (doses to about 107 µM), inactives show top-dose activity, negative = inhibition, actives largely listed as inhibitors. purified Pol kappa, fluorescent DNA synthesis assay, 10 min. actives 0.53% (n = 400,000); note: potency is the fitted concentration of half-maximal effect; % is set by controls: 0 for no effect and ±100 for the full control effect
#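 Here, compound and 10 nM enzyme are combined for 15 min at room temperature; adding 50 nM substrate (final) starts DNA synthesis, tracked by fluorescence at 0 and 10 min against buffer-only wells.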
# Pol iota inh – DNA polymerase iota (human) inhibition; Q9UNA4; Pol iota fluorescent replication assay, 10 min; Potency, µM (top dose mostly 115 µM), for the others: top-dose activity, negative = inhibition, usual class: inhibitors; actives 1% (n = 390,000); AID 588590; note: potency is the fitted concentration of half-maximal effect
#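 Pol iota at 10 nM preincubated 15 min with compounds at room temperature; reaction started with fluorescent substrate, 50 nM final. Fluorescence read kinetically at 0 and 10 min; buffer-only wells as negative control.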
# TRHR agonist – agonists of human TRH receptor. P34981. TRHR cells, calcium flux fluo-8, FDSS agonist mode. activation, % at 2 µM. actives 0.18% (n = 360,000); in the data active = activation above about 30%; note: 0% is about no effect
#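 TRHR-expressing cells, plated overnight in medium with 10% serum, were loaded with fluo-8 calcium dye at room temperature. After a 10 s baseline, library compound was pin-added and calcium release was recorded kinetically (ex 480/em 530) as agonist response.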
# The depositor's hits bear a star; ? = inconclusive; / = no result given; & = joins results of further samples; [ ] = remark or other dose. Unless noted, calls come from the whole dose curve; as a rule, active = well fitted curve in the direction sought with a large enough effect; inconclusive = small, poorly fitted or top-dose-only effect, or another doubt; inactive = no such curve, though single readings can be large; an effect the other way counts as inactive or inconclusive.
item	Compound	POLB inh	Apoferritin bind	APEX1 inh	BLM inh	ERG-DNA inh	Pol iota inh	TRHR agonist	POLK inh	12-LOX inh
1	Cc1ccc(NC(=O)CSc2nc(=O)n(CCN(C)C)c3c2CCCC3)c(C)c1	/	/	23%	/	-8%	62%[activator]	-0.1	-8%	-9%
2	CCOC(=O)c1[nH]c(C)c(CCC(=O)Nc2cc(Cl)c(OC)cc2OC)c1C	11%	58%[activator]	/	-2%	-5%	-8%	-0.9	-9%[60.1 µM]	-22%
3	Cc1c(NC2=CC(=O)CC(C)(C)C2)c(=O)n(-c2ccccc2)n1C	-22%	-5%	7%	2%	17%	85%[activator]	1.7	-6%	8%
4	COc1ccccc1N1CCN(CCCNC(=O)C2CCCN(c3ncnc4c3nc3n4CCCCC3)C2)CC1 (stereo not given)	24%	-5%	14%	3%	-3%	18%	-0.9	8%	3%
5	Cc1cc([N+](=O)[O-])cc2c1-c1ncccc1C2=Nc1ccccc1	-19%	2%	2%	4%	12%	15%	0.4	7%	-4%
6	O=C(Nc1ccn(CCCNCc2ccccn2)c(=O)n1)OCc1ccccc1	/	/	/	/	-10%	4%	/	-21%	23%
7	Cc1ccc(NC(=O)c2c(NC(=O)c3ccco3)sc3c2CCC(C(C)(C)C)C3)c(C)c1 (stereo not given)	-25%	-8%	/	-2%	0%	5%	1.3	-19%	-7%
8	COC(=O)CC1Oc2ccc(Cl)cc2-n2cc(-c3ccc(C)cc3)nc21 (stereo not given)	6%	37%[activator]	/	-3%	-10%	12%	-1.4	-15%	?
9	O=C1CNC(=O)/C(=C/c2cccs2)N1	-12%	3%	?	1%	-3%	-17%	1.0	-4%	-42%
10	O=c1c2cc([N+](=O)[O-])ccc2nc(CN2CCN(c3ccccn3)CC2)n1-c1ccccc1F	-17%	-3%	6%	1%	-5%	20%	-2.5	-6%	14%
11	NS(=O)(=O)c1ccc(CCNC(=O)c2coc3ccccc3c2=O)cc1	-19%	7%	42%	1%	1%	21%	1.1	-2%	-5%
12	OC1(CNCc2cn[nH]c2-c2cc3ccccc3o2)CCCCC1	2%	-3%	5%	-4%	-14%	59%[activator]	0.0	3%	-6%
13	COc1cc(/C=N/NC(=O)c2cccc([N+](=O)[O-])c2)ccc1O	?	-13%	-2%	-6%	0%	1%	-0.2	-9%	-8%
14	CCOC(=O)N1CCN(C(=O)CSc2ccc(-c3ccc(OC)c(OC)c3)nn2)CC1	-15%	-8%	1%	-6%	-1%	158%[activator]	-0.4	-10%	-14%
15	Cc1ccc(NC(=S)N2CCN(Cc3ccccc3)CC2)cc1	2%	-6%	2%	-1%	1%	20%	-0.4	-1%	-15%
16	O=C(CSCc1ccc(Cl)cc1)N1CCOCC1	13%	-9%	1%	-2%	-1%	16%	0.2	-1%	0%
17	CC1CCN(c2nc3c(S(=O)(=O)c4ccc(Cl)cc4)nnn3c3ccsc23)CC1	0%	-2%	/	0%	-2%	21%	-0.2	9%	-25%
18	O=C(CN(C(=O)CCC(=O)Nc1nccs1)c1cccc(C(F)(F)F)c1)NCC1CCCO1 (stereo not given)	-10%	3%	49%[activator]	-2%	-3%	84%[activator]	0.5	4%	-19%
19	COc1ccc2nc(/N=C/c3c(C)[nH]n(-c4ccc(C)cc4)c3=O)sc2c1	1%	1%	-3%	1%	-5%	?	0.3	-7%	-12%
20	CC(C)(C)c1ccc(C(=O)NCC(=O)N/N=C/c2cccs2)cc1	-1%	?	32%	-4%	2%	10%	-0.4	-1%	2%
21	O=C(COC(=O)C1CCC1)Nc1ccccc1Sc1ccccc1	5%	-6%	-2%	1%	10%	2%	-0.4	-6%	8%
22	CCn1c(CNc2ccccc2Cl)nnc1SCCN1CCCCC1	-7%	?	3%	0%	-15%	-6%	-0.6	0%	8%
23	COc1ccc(CCNC(=O)CCNC(=O)c2ccc([N+](=O)[O-])cc2)cc1	29%	8%	-18%	3%	8%	35%[activator]	0.5	6%	0%
24	CC(=O)c1cccc(NC(=O)c2nc(-c3ccc(C)cc3)n3c2CCCCC3)c1	2%	6%	/	-1%	-2%	25%	-0.2	-3%	-3%
25	CC(C)OCC1CC(CC(=O)NC(=S)Nc2cccc([N+](=O)[O-])c2)C(=O)O1 (stereo not given)	6%	-2%	4%	4%	/	-9%	0.4	-5%	-26%
26	COc1ccc(N2CC(C(=O)N/N=C/c3cccs3)CC2=O)cc1 (stereo not given)	4%	-8%	5%	-5%	-3%	24%	-0.3	-2%	-1%
27	CCCCN1C(=O)C(O)(CC(=O)c2ccc(CC)cc2)c2cc(Br)ccc21 (stereo not given)	-17%	-18%	/	-19%	2%	12%	0.7	-22%	0%
28	CCc1cc(=O)[nH]c(SCc2nc(-c3ccccc3)no2)n1	9%	?	/	-1%	0%	7%	0.1	-4%[60.1 µM]	-19%
29	CN(C)S(=O)(=O)N1CCN(C(=O)c2cccc(Br)c2)CC1	1%	-3%	-5%	1%	11%	20%	0.5	-3%	12%
30	COc1ccc(-n2c(C)nc3c(cnn3-c3ccc(Cl)cc3)c2=O)cc1	16%	-9%	-3%	-9%	-5%	-7%	0.3	-10%	-14%
31	CC(=O)c1ccc(NC(=O)C2=CC(c3ccc(C)cc3)=NS(=O)(=O)N2C)cc1	-15%	?	/	-6%	-2%	28%	0.2	-5%	-9%
32	O=c1[nH]c(/C=C/c2ccccc2Cl)c([N+](=O)[O-])c(=O)[nH]1	-8%	-12%	18%	-15%	-1%	?	-0.1	-27%	-4%
33	O=C(NCc1ccccc1)C(=O)NCC1COc2ccccc2O1 (stereo not given)	4%	-6%	-5%	1%	1%	-7%	-0.2	-1%	0%
34	C=CCOc1ccccc1CN1CCCN(C)CC1	-11%	-3%	?	0%	4%	-17%	-0.3	-2%	-8%
35	O=C(Nc1ccccc1C(F)(F)F)c1cc(-c2ccc(O)cc2)on1	21%	?	5%	-8%	-3%	0%	-0.8	-12%	0%
36	COc1ccccc1Nc1nc(N)nc(CN2CCN(Cc3ccccc3)CC2)n1	-2%	-21%	12%	-2%	3%	-14%	0.0	-4%	0%
37	CCn1cc(C(=O)N(CCC(C)C)c2c(N)n(Cc3ccccc3)c(=O)[nH]c2=O)c(=O)c2ccc(C)nc21	1%	-7%	-3%	0%	-6%	13%	0.1	-3%	-6%
38	COc1ccc(C2(c3ccc(OC)cc3)NC(=O)N(CC(=O)Nc3cc(C)on3)C2=O)cc1	/	/	5%	/	-2%	28%	/	-12%	-24%
39	Cc1ccc(NC(=O)c2ccc(CN3CC(=O)N4CCCCC4C3=O)cc2)cc1C (stereo not given)	81%	15%	/	0%	0%	-29%	-0.9	-4%	-10%
40	CC(C)(C)c1ccc(S(=O)(=O)N2CCC(CO)(CC3CCCCO3)CC2)cc1 (stereo not given)	-19%	-19%	2%	-5%	-11%	119%[activator]	-0.6	-1%	?
41	N/C(Cc1ccc([N+](=O)[O-])cc1)=N\OC(=O)CC1CCCCC1	28%	?	-1%	-4%	7%	-4%	-0.3	-3%	14%
42	COc1ccc(N2C(=O)C3CCCN3C2=S)cc1 (stereo not given)	1%	-11%	22%[12.4 µM]	2%	8%	1%	0.1	10%	-8%
43	Cc1ccc(S(=O)(=O)N2CCN(CC(=O)Nc3ccc(N4CCOCC4)cc3)CC2)cc1C	76%	-7%	1%	-4%	4%	-8%	0.4	-15%	-11%
44	O=C(Nc1ccc(S(=O)(=O)N2CCCC2)cc1)C1CC(=O)N(CCc2ccc(F)cc2)C1 (stereo not given)	/	/	2%	/	/	-12%	0.8	-3%	-18%
45	CCCn1c(N)c(N(CCOC)C(=O)c2ccc(N(C)S(=O)(=O)c3ccc(C)cc3)cc2)c(=O)[nH]c1=O	/	/	?	/	-10%	14%	-0.4	-13%	0%
46	CC(C)NC(=O)CSc1nc(N)c(NC(=O)c2ccccc2F)c(=O)[nH]1	0%	11%	0%	0%	6%	16%	0.0	-4%	3%
47	O=C(CSc1ccc2nnc(-c3cccnc3)n2n1)Nc1ccccc1	21%	-11%	22%	4%	-5%	15%	0.6	-18%	-14%
48	CCN1CCN(c2cc(C)c3cc(NC(=S)NCc4cccs4)ccc3n2)CC1	-1%	-14%	?	-11%	9%	13%	1.4	-9%	?
49	CCOc1ccc(N(C)S(=O)(=O)c2cc(-c3cc(C)no3)ccc2C(C)C)cc1	3%	8%	-25%	-13%	2%	7%	1.2	-16%	31%&-29%[activator]
50	Cc1ccc(N(CC(=O)NC(C)C)C(=O)CCC(=O)Nc2nccs2)cc1	-5%	-4%	7%	-7%	1%	-10%	0.3	-3%	-15%

# (next part)
item	Compound	POLB inh	Apoferritin bind	APEX1 inh	BLM inh	ERG-DNA inh	Pol iota inh	TRHR agonist	POLK inh	12-LOX inh
51	Cc1ccc(NC(=O)CSc2nnc(C)c(=O)[nH]2)cc1C	36%	0%	18%	0%	-18%	66%[activator]	1.3	-2%	12%
52	CCN(CC)c1ccc(CN(C(=O)c2cccs2)C2CCS(=O)(=O)C2)cc1 (stereo not given)	-1%	-4%	45%[activator]	-2%	-1%	7%	0.0	3%	9%
53	Cn1c(O)c(C2=c3ccccc3=NC2=O)sc1=Nc1ccc(Cl)cc1	-17%	-7%	-9%	-2%	4%	18%	-1.2	-19%	?
54	Cc1cc(CNC(=O)c2cccc([N+](=O)[O-])c2C)c2ccccc2n1	0%	-17%	-5%	-2%	-3%	175%[activator]	0.3	1%	-2%
55	CC1CCCCC1NC(=O)COc1ncnc2sccc12 (stereo not given)	/	/	8%	/	-4%	-4%	0.3	0%	18%
56	COc1ccc2c(c1)CC/C(=C\c1ccc(C)o1)C2=O	-5%	-10%	5%	-6%	8%	29%	5.9	-8%	?

# From PubChem

# Not all compounds are listed; the hit share may differ from the screen's.
